Source: PubChem
Lipid storage S3: qHTS Assay for Lipid Storage Modulators in Drosophila S3 Cells; Drosophila S3 cells, BODIPY lipid droplet fluorescence, 18-24 h; cells fed with added oleic acid; lipid storage change, negative = inhibition, % at the top dose, mostly 46.1 µM; hits show Potency in µM; actives 0.64% (n = 320,000); active means well fitted inhibition curve with a large enough effect in the signal ratio, with a control signal flat, not every such curve was filed as active; inconclusive means small, poorly fitted or top-dose-only effect, or effect the other way, or a change in a side signal; the % refers to the signal ratio
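Laser-scanning cytometry quantifies lipid droplet accumulation (500–530 nm total intensity; droplet/cell object ratio) in oleic acid-fed (400 uM added) Drosophila S3 cells treated with a concentration series. 20 uM Triacsin C defined 100% inhibition.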
Lipid storage S3 cell count max: further read-out of Lipid storage S3, marked with its call; cell number change, %; measured here: cell count max response;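 cells counted by Cell Tracker Red CMTPX staining in the red channel; peak over a dose series mostly up to 46.1 µM; percent activity relative to internal control wells on each plate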
* hit, by the source's call; i = inactive; ? = inconclusive; . = no result given. On the % scale 0 is the no-effect control and ±100 the full control effect; potency means the concentration at half of the fitted maximal effect. Not all compounds are listed; rates above refer to the full screens.

smiles	Lipid storage S3	Lipid storage S3 cell count max
CS(=O)(=O)Nc1cccc(C2=NN(S(=O)(=O)c3ccccc3)C(c3ccco3)C2)c1 (stereo unspecified)	0.7%	-5.7
COc1ccc(CCNC(=O)/C(=C/c2cccnc2)NC(=O)c2ccccc2)cc1OC	-7.9%	-19.0
COCCn1c(C)cc(C(=O)COC(=O)C23CC4CC(CC(O)(C4)C2)C3)c1C	?	.
N#Cc1c(-c2ccccc2)nc(SCC(=O)N(c2ccccc2)c2ccccc2)[nH]c1=O	-5.2%	-18.7
CN(C)N1C(N)=C(C#N)C(c2ccc(F)cc2)C2=C1CCCC2=O (stereo unspecified)	?	.
Nc1ccccc1-c1n[nH]c(=S)s1	?	.
COc1cc2[nH]c(=O)n(CCCCCC(=O)NCCc3c[nH]c4ccccc34)c(=O)c2cc1OC	?	.
Cn1c(=O)n(Cc2ccccc2F)c(=O)c2c1nc1n2CCCN1CCc1ccccc1	?	.
CCOC(=O)[C@H]1[C@H]2COc3ccccc3[C@@H]2N2C(=O)c3cc(OC)c(OC)cc3NC(=O)[C@@]12C	?	.
Cc1ccccc1N(CC(=O)NCc1ccc2c(c1)OCO2)C(=O)CCC(=O)Nc1ccccn1	?	.
CCOC(=O)N1CCC(N2C(=O)c3ccccc3C2Nc2ccccc2C)CC1 (stereo unspecified)	?	.
CN(C(=O)CSc1nc2ccccc2n1CCc1ccccc1)C1CCS(=O)(=O)C1 (stereo unspecified)	i	-8.4
Cc1ccc(NC(=O)CN2C(=O)CCSc3ccc(S(=O)(=O)N4CCCC4)cc32)cc1C	?	.
COc1ccc(N(CC(=O)NCc2cccnc2)S(=O)(=O)c2c(C)nn(C)c2C)cc1	?	.
CCCCn1c(N)c(N(Cc2ccccc2OC)C(=O)C2=COCCO2)c(=O)[nH]c1=O	20.2%	1.0
O=c1[nH]nc(CNc2ccc(OC(F)(F)F)cc2)c2ccccc12	0.3%	-10.3
O=[N+]([O-])c1ccc(CS(=O)(=O)c2ccc(Cl)cc2)cc1	-2.7%	8.5
Nc1cc(=O)[nH]c(SCC(=O)Nc2cc(Cl)cc(Cl)c2)n1	?	.
OCCN1CCN(c2nc(N3CCCCC3)nc(N3CCCCC3)n2)CC1	?	.
C=C(C)COc1cc2oc(=O)c(CC(=O)N3C[C@H]4C[C@@H](C3)c3cccc(=O)n3C4)c(C)c2cc1Cl	i	20.7
Cn1c(SCC(=O)NCC2CCCO2)nnc1-c1cccc(NC(=O)c2ccccc2F)c1 (stereo unspecified)	6.3%	-2.7
O=C(CCN1C(=O)c2cccc3cccc(c23)C1=O)NCc1cccnc1	13.2%	.
CCCN1C(=O)c2ccccc2NC1c1ccc(C)cc1 (stereo unspecified)	?	.
CCOC(=O)c1c(NC(=O)Cn2nc([N+](=O)[O-])c(Br)c2C)sc2c1CCC(C)C2 (stereo unspecified)	-17.8%	-18.5
Cn1cc(C(=O)NCc2cccnc2)c(=O)c2cc(S(=O)(=O)N3CCCCCC3)ccc21	?	.
CCc1nnc(NC(=O)c2ccc(S(=O)(=O)N3CCCC3)cc2)s1	?	.
CC(=O)Nc1ccc(NC(=O)C(C)OC(=O)CNS(=O)(=O)/C=C/c2ccc(C)cc2)cc1 (stereo unspecified)	15.2%	13.5
COCCn1c(SC(C)C(=O)Nc2ccc3c(c2)OCCO3)nc2ccccc2c1=O (stereo unspecified)	0.1%	0.4
O=C1C(c2ccc(F)cc2)N(CC2COc3ccccc3O2)C(=O)CN1C1CCCCC1 (stereo unspecified)	28.6%	.
COc1cc(CN2CCNC(=O)C2CC(=O)N(C)CCCN2CCOCC2)cc(OC)c1 (stereo unspecified)	5.5%	26.3
COC(=O)c1sccc1NC(=O)Nc1cccc(C(C)=O)c1	?	.
Cc1cnc(C(=O)OCC(=O)c2ccc(-c3ccccc3)cc2)cn1	?	.
O=C(NCCc1ccccc1)C1CC1	0.0%	11.7
COc1ccc(N=Cc2c(O)c3ccccc3oc2=O)cc1	-1.1%	-9.2
COc1ccccc1NC(=O)COc1ccc(C(=O)OCC(=O)NC(C)(C)C)cc1OC	i	.
C=CC[C@]12CCc3ccccc3C1N(c1ccc(C(=O)OCC)cc1)C2=O (stereo partly specified)	i	6.1
O=C(NCCC1CCCCN1S(=O)(=O)c1ccc(Cl)cc1)C(=O)NCc1cccnc1 (stereo unspecified)	?	.
CCOC(=O)c1cnn(Cc2ccccc2)c1N	-7.9%	-13.0
Cc1nc2c(Br)c3nc(C(F)(F)F)[nH]c3c(Br)c2[nH]1	-5.3%	-2.6
Cc1ccc(CNc2ccc(S(=O)(=O)N3CCOCC3)cc2[N+](=O)[O-])cc1	13.9%	-0.6
O=C(CSc1nc2ccc(NC(=O)CSc3nnnn3-c3ccccc3)cc2s1)Nc1ccccc1	?	.
CN(C)/C=C/C(=O)/C=C/c1ccc(Cl)cc1	-3.5%	-0.4
CCn1ncc(Br)c1C(=O)Nc1nccs1	i	.
CCOc1ccc(S(=O)(=O)N2CCOCC2)cc1NC(=O)CN1C(=O)NC2(CCCCC2)C1=O	?	.
O=C(COC(=O)c1ccc[nH]c1=O)NC1CCCc2ccccc21 (stereo unspecified)	-20.5%	6.1
COC(=O)c1cc(S(=O)(=O)NCC2CCN(Cc3ccccc3F)CC2)c[nH]1	?	.
CC1=NNC(=O)C1CC(=O)N/N=C(\C)c1ccco1 (stereo unspecified)	?	.
Cc1cccn2c(=O)c(/C=C(\C#N)C(=O)NC3CCS(=O)(=O)C3)c(Oc3ccc(F)cc3)nc12 (stereo unspecified)	i	3.2
Cc1ccc(NC2=Nc3ccccc3CS2)cc1	23.4%	-3.3
CN1C(=O)NC(NC(=O)c2cccs2)(C(F)(F)F)C1=O (stereo unspecified)	?	.

The last two entries of the part before come first, to join the parts.
smiles	Lipid storage S3	Lipid storage S3 cell count max
Cc1ccc(NC2=Nc3ccccc3CS2)cc1	23.4%	-3.3
CN1C(=O)NC(NC(=O)c2cccs2)(C(F)(F)F)C1=O (stereo unspecified)	?	.
O=C1c2ccccc2C(=O)N1CCCOCc1c[nH]c(=O)[nH]c1=O	-7.4%	-1.8
FCCCOc1ccc(-c2nccc(-c3ccc(F)cc3)n2)cc1	i	.
O=C(Nc1ccc2c(c1)OCCO2)C1CCN(S(=O)(=O)Cc2ccccc2)CC1	?	.
O=C(NNC(=S)Nc1ccccc1)c1ccc(O)cc1	15.8%	.
O=C(NCc1ccco1)C(=O)N1CCCC1	?	.
CCCn1c(=O)c2c(C(=O)OCC)cc(-c3ccco3)nc2n(CCC)c1=O	?	.
CC1Cc2ccccc2N1Cc1nc2cc(C(F)(F)F)ccc2c(=O)[nH]1 (stereo unspecified)	11.4%	-4.8
COc1ccccc1/C=N/NC(=O)C(=O)N1CCN(c2ccccc2OC)CC1	13.3%	9.1
CCOC(=O)C1CCN(C(=O)c2cn(C)c(=O)c3cc(OC)c(OC)cc23)CC1	4.5%	7.4
Cn1c(NC(=O)/C=C/c2ccco2)cc(=O)n(C)c1=O	7.1%	0.3
Cc1nc2cc(NC(=O)c3cccc(S(C)(=O)=O)c3)ccc2o1	i	18.8
CC12CCC(C(=O)N(CC(=O)O)C1=O)C2(C)C (stereo unspecified)	28.1%	5.8
O=C1CCCN1CCC(=O)N1CCCC(Nc2ccc(F)c(F)c2)C1 (stereo unspecified)	1.6%	-3.1
CCC(C)(C)NC(=O)c1cc([N+](=O)[O-])ccc1N1CCCCC1	20.8%	-0.2
CCCCn1c(N)c(N(CC(C)C)C(=O)c2cc(S(=O)(=O)N3CCOCC3)ccc2Cl)c(=O)[nH]c1=O	?	.
O=C(NCc1cc(C(F)(F)F)ccc1F)C1CCC(=O)N(C2CCCCCC2)C1 (stereo unspecified)	?	.
O=C(NCCCCc1ccccc1)c1ccccc1F	?	.
COc1nc(OCC#N)nc(N(C)C)n1	i	-1.2
CCN(CC)S(=O)(=O)c1ccc(N/N=C/c2cc(OC)c(OC)cc2OC)nc1	?	.
COc1ccc(S(=O)(=O)Nc2cccc(SC)c2)cc1OC	-27.0%	-20.7
O=C(NC1CC1)C1=C[C@H](c2ccc3c(c2)OCO3)C[C@H](OCc2ccc(CO)cc2)O1	9.6%	3.0
Cc1cc(SCC(=O)c2cccs2)nc2c(C)cccc12	-6.5%	-13.6
Cc1ccsc1CN(C)C(=O)CN1C(=O)NC2(CCCc3ccccc32)C1=O (stereo unspecified)	-22.1%	-15.1
O=C(NN1C(=O)c2ccccc2NC1c1ccccn1)c1ccccc1 (stereo unspecified)	0.9%	11.1
O=C(c1cccs1)N1CCN=C1SCc1cccc(F)c1	?	.
CC(C)(C)NC(=O)C1CCN(C(=O)c2ccc(-c3ccccc3)cc2)CC1	i	4.1
O=C(NCC(c1ccco1)N1CCCC1)c1cccc(S(=O)(=O)Nc2ccc(Br)cc2)c1 (stereo unspecified)	9.3%	7.9
Cn1nnc(NC(=O)c2ccc3ccccc3c2)n1	1.7%	8.3
CCc1ccc(NC(=O)C2CCCN2S(=O)(=O)c2ccc3c(c2)C(C)(C)C(=O)N3C)cc1 (stereo unspecified)	?	.
Cc1ccc2cc(NC(=O)c3ccc(C(C)(C)C)cc3)ccc2n1	-10.1%	-17.2

Overlap with the part before: 7 entries, followed by the next part.
smiles	Lipid storage S3	Lipid storage S3 cell count max
O=C(NN1C(=O)c2ccccc2NC1c1ccccn1)c1ccccc1 (stereo unspecified)	0.9%	11.1
O=C(c1cccs1)N1CCN=C1SCc1cccc(F)c1	?	.
CC(C)(C)NC(=O)C1CCN(C(=O)c2ccc(-c3ccccc3)cc2)CC1	i	4.1
O=C(NCC(c1ccco1)N1CCCC1)c1cccc(S(=O)(=O)Nc2ccc(Br)cc2)c1 (stereo unspecified)	9.3%	7.9
Cn1nnc(NC(=O)c2ccc3ccccc3c2)n1	1.7%	8.3
CCc1ccc(NC(=O)C2CCCN2S(=O)(=O)c2ccc3c(c2)C(C)(C)C(=O)N3C)cc1 (stereo unspecified)	?	.
Cc1ccc2cc(NC(=O)c3ccc(C(C)(C)C)cc3)ccc2n1	-10.1%	-17.2
Cc1ccc(C(=O)NN2C(=O)CSC2=S)cc1	?	.
CC(NC(=O)C(=O)NN=C1CCCC1)c1ccccc1 (stereo unspecified)	?	.
Cc1ccc(OCC(=O)N/N=C2/SCC(=O)N2Cc2ccco2)cc1	-1.5%	-18.1
CCOC(=O)c1c(-n2cnnn2)sc2c1CCCC2	-0.7%	14.1
O=C(Nc1ccc2c(c1)OCO2)c1cnn2cccnc12	?	.
CCN(CC)c1ccc(CN2CCCCCC2)cc1	2.0%	-19.6
O=C(NCCS(=O)(=O)c1ccc(Br)cc1)c1ccc(Cl)cc1Cl	?	.
COc1ccccc1/C=C(/CC(=O)NCc1ccc(F)cc1)c1nc2ccccc2s1	4.9%	-10.6
COc1ccc(S(=O)(=O)NNc2nc(C)cc(C)n2)cc1Br	-0.9%	.
COc1ccc(-c2noc(Cc3ccccc3OC)n2)cc1	?	.
CN(C)NC(=S)NC1CCS(=O)(=O)C1 (stereo unspecified)	9.0%	-1.1
N#C/C(=C/N1CCOCC1)c1ccccc1	-9.8%	15.8
Cc1cc(C)cc(C(=O)NCCCN2CCOCC2)c1	?	.
Cc1ccc(C)c(Nc2nc3c(S(=O)(=O)c4ccccc4)nnn3c3ccccc23)c1	?	.
Cc1ccc(C(=O)NC2CCCCNC2=O)cc1C (stereo unspecified)	?	.
Cc1cc(=O)n2c(c1C#N)SC1CCCCC12O (stereo unspecified)	?	.
COc1ccc(C(=O)NCCCNC(=O)c2cnccn2)cc1Br	?	.
Cn1c(=O)c2c(SCC(=O)N3CCOCC3)nc(CC(C)(C)C)nc2n(C)c1=O	?	.
O=C(N/N=C1\CC2CC=CC12)c1ccc(COc2ccccc2)cc1 (stereo unspecified)	?	.
O=C(Cc1ccc([N+](=O)[O-])cc1)Nc1cc(C(F)(F)F)cc(C(F)(F)F)c1	-14.6%	-9.9
CCOc1ccc(N(C)S(=O)(=O)c2ccc(-c3cc(C)no3)s2)cc1	i	3.1
NC(=O)C1CC(=O)N(c2ccc(OCc3ccccc3Cl)cc2)C1 (stereo unspecified)	i	14.2
CC1=CCC2C(=O)N(c3ccccc3OC(=O)c3ccccc3F)C(=O)C2C1 (stereo unspecified)	?	.
CCCCCC(=O)OC(CN1CCCCC1)CN1CCCC1=O (stereo unspecified)	15.4%	8.5
Cc1cc(/C=N\NC(=O)CC(=O)NC2CCCCC2)c(C)n1-c1cccc(Cl)c1Cl	25.0%	19.2
COc1ccc(CCN(C)C(=O)c2ccc(C)c(S(=O)(=O)N3CCCCC3)c2)cc1OC	?	.
CCOCCCn1c(=NC(=O)c2cccs2)c(C#N)cc2c(=O)n3ccccc3nc21	-7.7%	26.5
COc1ccc(S(=O)(=O)/C(C#N)=C/Nc2ccccc2F)cc1	i	.
